# Cdc42 wt GTP – changes GTP binding to wildtype human Cdc42; AID 761; P60953; percent activity (GTP binding), % at 10 µM; GST-Cdc42 beads, Bodipy-GTP binding, flow cytometry; actives lie on both sides; 190,000 compounds, 0.2% hits;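 active = percent activity GTP binding at least 20 points away from the 100% baseline, either down as inhibitor or up as activator; inconclusive = compound flagged as likely green fluorescent from well-wide comparison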;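 also: median bead fluorescence of bound Bodipy-FL-GTP at 100 nM; 0% = excess unlabeled GTP control and 100% = no compound control; below 100% means less GTP binding so inhibitor and above means activator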
# Target sequence (P60953 whole entry, looked up): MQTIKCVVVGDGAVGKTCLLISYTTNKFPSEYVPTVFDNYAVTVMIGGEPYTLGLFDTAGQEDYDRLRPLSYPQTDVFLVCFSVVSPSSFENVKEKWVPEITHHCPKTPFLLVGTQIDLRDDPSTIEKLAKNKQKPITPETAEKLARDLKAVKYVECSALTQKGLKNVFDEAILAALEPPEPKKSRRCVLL
# Mcl1-Noxa inh – disrupts binding of human Mcl-1 to Noxa peptide | 220,000 compounds, 1.5% hits | Q07820 | inhibition, % at 21.7 µM | TR-FRET Mcl-1/Noxa peptide binding, 2 h;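 active = compounds that cut the protein-peptide binding signal by more than 50% relative to plate controls in a single-dose test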;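 also: His-tagged Mcl-1 with rhodamine Noxa BH3 peptide and terbium anti-His antibody; 0% = Mcl-1 plus Noxa peptide wells and 100% = peptide-only wells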
# Target sequence (Q07820 whole entry, looked up): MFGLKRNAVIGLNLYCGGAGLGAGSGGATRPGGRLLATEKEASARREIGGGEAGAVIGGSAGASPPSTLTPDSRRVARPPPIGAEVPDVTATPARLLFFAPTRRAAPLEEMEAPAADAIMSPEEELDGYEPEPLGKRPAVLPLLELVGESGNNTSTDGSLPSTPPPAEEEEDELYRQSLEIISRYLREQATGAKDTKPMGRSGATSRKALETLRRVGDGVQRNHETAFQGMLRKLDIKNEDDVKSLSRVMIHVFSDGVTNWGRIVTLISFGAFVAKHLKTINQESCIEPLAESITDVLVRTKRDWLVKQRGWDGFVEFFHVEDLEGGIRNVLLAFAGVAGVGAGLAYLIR
# Rac1 mut GTP – modulators of GTP binding to human Rac1 activated mutant | percent activity (GTP binding), % at 10 µM | GST-Rac1 activated beads, fluorescent GTP binding, flow cytometry; actives lie on both sides; 100% means binding = to untreated wells | 190,000 compounds, 0.11% hits | AID 764;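 active = GTP binding at least 20 percentage points away from the 100% baseline, in either direction, so actives lie on both sides; inconclusive = Compound likely fluorescent itself, or too few beads counted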
# Avidin fluor – compound fluoresces at 488/530 nm on avidin beads; compound fluorescence 488/530 nm, flow cytometry; active compounds read high; fluorescence (KMESF) at 10 µM; 220,000 compounds, 0.38% hits; in the data active = fluorescence above about 47; also: inactives centre near 10
# Rab2A wt mod – changes GTP binding to wildtype dog Rab2A, up or down | GTP binding activity, % at 10 µM | P61105 | 190,000 compounds, 0.19% hits | GST-Rab2 wt beads, Bodipy-GTP binding, flow cytometry;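 active = GTP binding activity at least 20 points away from 100%, either lowered or raised; inconclusive = signal likely due to the compound's own green fluorescence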;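 also: 0% = beads with excess unlabeled GTP and 100% = no-compound control corrected for plate trend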
# HRas wt GTP bind – human HRas wildtype GTP binding, change in either direction; P01112; GST-Ras wt beads, Bodipy-FL-GTP binding, flow cytometry; actives lie on both sides; GTP binding activity, % at 10 µM; 190,000 compounds, 0.14% hits;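 active = GTP binding activity at least 20% away from the 100% baseline, either lowered as inhibitor or raised as activator; inconclusive = flagged as likely green fluorescent, judged across all proteins in the well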;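 also: 0% = unlabeled GTP competition control and 100% = no-compound control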
# Target sequence (P01112 whole entry, looked up): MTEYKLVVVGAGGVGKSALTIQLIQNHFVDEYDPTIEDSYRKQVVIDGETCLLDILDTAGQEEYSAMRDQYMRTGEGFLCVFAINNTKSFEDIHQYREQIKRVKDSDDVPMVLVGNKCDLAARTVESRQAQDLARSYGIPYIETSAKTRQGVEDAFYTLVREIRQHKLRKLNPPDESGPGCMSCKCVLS
# Mcl-1 Bim block – disrupts Bim peptide binding to human Mcl-1 | Q07820 | Bead-based flow cytometry, Bim peptide-Mcl-1 binding | inhibition, % at 10 µM | 190,000 compounds, 0.1% hits; in the data active = inhibition above about 40%;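 also: 0% = no compound tracer wells and 100% = peptide blocker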
# Pf gamet viab – kills late stage P. falciparum gametocytes; P. falciparum stage V gametocytes, ATP luminescence, 24 h; inhibition, % at 10.9 µM; 150,000 compounds, 0.065% hits;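 active = inhibition above the mean plus 3 SD of compounds within the control limits, set per campaign, cut at about 38% in these data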;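 also: 0% = DMSO wells and 100% = medium only without gametocytes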
# Mcl1 Bid PPI – disrupts binding of human Mcl-1 to Bid peptide; Q07820; 220,000 compounds, 0.97% hits; TR-FRET Mcl-1/Bid-Dy647 peptide binding, 1536-well; inhibition, % at 21.7 µM;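 active = compounds that cut the binding signal by more than half at the single screening dose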;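 also: His-tagged Mcl-1 with europium anti-His antibody binding Bid BH3 peptide; 0% = Mcl-1 plus peptide wells and 100% = peptide-only wells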
# Rac1 wt modul – modulators of human Rac1 wildtype GTP binding; GST-Rac1 beads, fluorescent GTP binding, flow cytometry; actives lie on both sides; 0 = cold GTP competed, 100 = untreated; 190,000 compounds, 0.27% hits; GTP binding activity (% of control), % at 10 µM; P63000;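 active = GTP binding activity at least 20 points away from the 100% control level, either lower or higher; inconclusive = compound flagged as likely green fluorescent, judged across all proteins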
# Rab7 wt GTP bind – modulators of GTP binding to dog Rab7 wildtype GTPase. 190,000 compounds, 0.055% hits. AID 758. GST-Rab7 beads, fluorescent GTP binding, flow cytometry; actives lie on both sides; untreated = 100%, excess cold GTP = 0%. GTP binding activity (percent of control), % at 10 µM;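 active = fluorescent GTP binding to Rab7 beads changed by at least 20 points from the 100% baseline, either direction, mostly lower; inconclusive = compound itself probably fluorescent, or too few beads counted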;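 also: median green fluorescence of bound Bodipy-FL-GTP per Rab7 bead population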
# The depositor's hits bear a star; ? = inconclusive; / = no result given.
No.	smiles	Rac1 mut GTP	Rac1 wt modul	Mcl1 Bid PPI	Avidin fluor	Mcl1-Noxa inh	Rab2A wt mod	Rab7 wt GTP bind	Pf gamet viab	Mcl-1 Bim block	Cdc42 wt GTP	HRas wt GTP bind
1	O=C(Nc1ccc2c(c1)OCO2)c1cccs1	98	98	-25	9	7	98	99	/	0	96	99
2	CCOC(=O)N1CCC(NC(=O)c2ccc3c(c2)N(C)CCS3)CC1	96	104	-28	33	13	99	102	/	-4	101	99
3	CCCC(=O)Nc1ccc(C(=O)NNC(=S)NC(=O)c2ccc(Br)o2)cc1	89	94	-73	8	-18	93	102	-40	-1	98	96
4	Cc1ccc(SC(C)C(=O)N2CCC(C(N)=O)CC2)cc1 (centres undefined)	97	101	-8	10	0	100	103	9	-1	98	98
5	Cc1cccc2cc(CN(Cc3ccccc3)C(=S)NCCCN(C)C)c(=O)[nH]c12	95	95	-45	11	-2	92	93	/	2	94	93
6	COc1cc(C(=O)Nc2ccc(Br)cc2C(=O)c2cc(OC)c(OC)c(OC)c2)cc(OC)c1OC	98	98	4	10	17	99	99	/	-1	99	98
7	CCN1CCN(c2ccc(NC(=O)c3ccc4c(c3)[nH]c(=O)n4Cc3ccc(F)cc3)cc2)CC1	100	103	-14	6	26	102	101	14	-5	101	99
8	O=C(NCCO)c1cc2c(s1)CCC2	99	100	-2	11	30	103	101	3	-7	104	101
9	O=C(Nc1ncc(Cc2cccc(Cl)c2Cl)s1)c1ccc([N+](=O)[O-])cc1	99	102	21	30	15	100	102	/	-4	104	102
10	CCSc1nnc2nc3[nH]c4c(C)cccc4c3nn12	90	83	-13	7	10	89	105	36	/	85	91
11	CCCCOc1ccc(-c2c(C#N)c(N)nc(SCC(N)=O)c2C#N)cc1	98	101	-13	8	-247	99	99	-12	-2	101	100
12	O=C(/C(=C/O)N=Nc1ccccc1Cl)c1ccccc1	95	100	-18	10	-3	96	103	2	0	92	97
13	CCCc1cc(=O)n2[nH]c(NCc3ccc(OC)cc3)nc2n1	96	100	-12	29	8	98	104	20	-2	98	98
14	Cn1c(N)c(C(=O)COC(=O)C2(c3ccccc3F)CCCC2)c(=O)n(C)c1=O	98	97	-4	10	-1	98	99	/	-2	98	99
15	N#Cc1cc2c(=O)n3ccccc3nc2n(-c2ccccc2Cl)c1=O	96	98	-27	9	8	93	92	-22	3	98	94
16	Cc1c(CCOC(=O)C23CC4(C)CC(C)(CC(C)(C4)C2)C3)sc[n+]1CC(=O)c1ccccc1	98	99	-14	9	19	101	104	11	1	93	99
17	COCCn1c(C)cc(C(=O)COc2ccc(C)nc2[N+](=O)[O-])c1C	97	100	-76	9	2	99	103	11	0	100	97
18	CN(/N=C/c1cccnc1)c1cnc2ccccc2n1	90	85	-26	22	-3	89	89	7	2	90	91
19	COCCCNC(=O)C(=O)N/N=C/c1cc2c(cc1Br)OCO2	97	95	-8	9	11	92	94	0	0	96	94
20	Cc1c(CCOC(=O)c2ccccc2)sc[n+]1Cc1ccccc1	97	105	-9	4	-3	95	98	-1	-7	99	96
21	O=C(CC1C(=O)NCCN1C/C=C/c1ccccc1)NCCc1cccnc1 (centres undefined)	96	97	-20	11	-3	96	98	13	0	97	96
22	COc1cc(O)oc1C=Nc1ccc(Oc2ccccc2)cc1	99	94	-30	12	2	94	95	/	-3	93	95
23	BrC(/C=N/Nc1nc(N2CCOCC2)nc(N2CCOCC2)n1)=C/c1ccccc1	98	102	5	14	7	99	97	/	-1	99	98
24	CC(=O)NS(=O)(=O)c1ccc(NC(=O)C(Sc2ccccc2)c2ccccc2)cc1 (centres undefined)	92	93	20	13	9	96	97	12	-4	94	99
25	Cc1nc2ccccc2c(=O)n1CCN1CCOCC1	?	?	5	16	12	?	?	17	-3	?	?
26	CCOc1ccccc1C(=O)NC(C(=O)OCC(=O)Nc1nnc(-c2ccccc2)o1)C(C)C (centres undefined)	95	99	-45	16	-61	101	100	/	-5	94	101
27	O=C(O)c1cccc(NC(CNS(=O)(=O)c2ccc(Cl)cc2)c2ccccc2)c1 (centres undefined)	91	95	-55	12	5	94	100	12	1	92	95
28	O=C(NCc1ccccc1)c1cc(S(=O)(=O)N2CCCCC2)ccc1N1CCOCC1	97	98	-5	10	10	96	95	-12	-1	100	95
29	Cc1ccc(/C=C2/CCc3c([nH]c4ccccc34)C2=O)cc1	99	100	-2	20	6	100	101	2	-2	101	100
30	O=C(NCc1ccccc1)C1CCCN(S(=O)(=O)c2cccc3nonc23)C1 (centres undefined)	98	99	0	7	24	102	100	-6	-4	101	101
31	Cc1ccc(-c2cc(C(=O)Nc3ccc(S(=O)(=O)Nc4cc(C)on4)cc3)c3ccccc3n2)c(C)c1	99	103	12	12	15	101	102	-11	-2	100	100
32	COC(=O)c1ccc(CSc2nnc(NC(=O)C3CC(=O)N(c4ccc5c(c4)OCCO5)C3)s2)cc1 (centres undefined)	98	103	8	24	21	97	97	7	-7	105	100
33	O=C1OC(Nc2ccc3ncccc3c2)c2ccccc21 (centres undefined)	97	97	23	17	1	96	98	/	1	97	97
34	NNC(=O)c1sc2cc(C(F)(F)F)cnc2c1-c1cccnc1	103	112	-22	3	5	102	98	-9	-1	102	100
35	C=C(C)CSc1nc2c(cc1C#N)CCC2	101	108	-45	9	7	102	103	/	-3	102	104
36	Cc1ncc(CO)c(/C=N/NC(=O)c2cc(O)c(O)c(O)c2)c1O	91	86	-66	9	67*	90	99	/	4	86	92
37	Cc1cc2nc(-c3cccnc3SCC(=O)NC(C)C)[nH]c2cc1C	94	95	-9	17	-11	93	105	11	-3	94	96
38	CCOC(=O)c1[nH]c2c(c1C)C(=O)CC(c1ccc(OCC)c(OC)c1)C2 (centres undefined)	98	104	-14	8	5	98	98	4	-1	98	100
39	COc1cccc(CC2(CO)CCCN(Cc3cn[nH]c3-c3cc(C)ccc3C)C2)c1 (centres undefined)	97	100	-27	12	0	99	98	14	-1	100	97
40	COc1ccc(-c2onc(C)c2-c2ccc(C(=O)OC(C)C)o2)c(O)c1	101	104	5	5	17	100	96	0	-4	100	100
41	Cc1ccc(OCC(=O)Nc2ccc3c(c2)OCCO3)cc1C	90	98	-24	9	9	93	94	/	1	92	93
42	NCCCCCNC(=O)/C=N\O	100	105	-24	10	6	99	101	-35	0	102	103
43	C(=N\N1CCN(C2c3ccccc3-c3ccccc32)CC1)/c1ccccn1	98	101	-18	32	19	98	101	5	-4	96	100
44	COc1cc(OC)cc(-n2nnnc2SCC(=O)NC2CCCC2)c1	100	107	-12	6	-17	102	99	/	-2	104	102
45	CC(C)(C)c1ccc(-c2csc(NC(=O)CN3C(=O)NC4(CCCCC4)C3=O)n2)cc1	101	112	11	9	0	102	102	/	0	95	103
46	CCCOc1ccc(Cc2nn[nH]n2)cc1	96	97	-13	27	21	97	97	/	2	101	98
47	O=C(NC1=NCCS1)c1ccc(Cl)c(S(=O)(=O)N2CCCC2)c1	97	100	-6	10	-15	98	104	/	-1	102	99
48	CC(C)c1nc(SCC(=O)Nc2cccc(S(N)(=O)=O)c2)n[nH]1	100	104	-22	24	2	100	101	/	-1	98	101
49	c1ccc2nc3c(nc2c1)CCc1nonc1-3	97	96	22	17	5	94	99	5	10	96	96
50	Cc1ccc(/C=N/NC(=O)c2ccc(C(=O)N/N=C/c3ccc(C)s3)o2)s1	?	?	3	19	17	?	?	/	1	?	?
51	CS(=O)(=O)N(CC(=O)NC1CCCC1)C1CCCCC1	97	101	-13	7	14	99	100	-4	-4	104	99
52	CS(=O)(=O)N(CC(=O)N1CCCCC1)Cc1ccc(Cl)cc1	101	103	-1	15	-1	105	99	4	-3	105	104
53	COc1cc(NC(=S)N2CCN(CCO)CC2)c(OC)cc1Cl	97	98	-32	9	8	97	97	/	0	98	96
54	Cc1ccsc1C(=O)OCc1csc(-c2ccccc2)n1	92	94	-13	/	9	93	96	7	-7	92	94
55	COc1ccc(OC)c(Nc2nc(-c3sc(N)nc3C)cs2)c1	88	79*	-26	19	10	87	90	/	7	77*	79*
56	Cc1cccc[n+]1CC(=O)c1ccc2c(c1)OCCO2	99	106	-6	11	17	101	98	-93	-2	102	100
57	O=C(NCC1CCCO1)c1nn2cccnc2c1Cl (centres undefined)	96	95	4	8	-2	97	101	8	-2	97	99
58	CC(=O)Oc1ccc(C(=O)Nc2nccs2)cc1	99	100	-13	8	14	98	99	/	-2	98	100
59	Cc1nc2ccccn2c1C(=O)C(=O)Nc1cc(F)ccc1F	96	98	-29	10	8	97	100	21	-2	96	99
60	Cc1ccc(-n2ncc3c(=O)n(Cc4ccccn4)cnc32)cc1C	96	105	5	9	14	97	95	/	-4	101	98

# (cont.)
No.	smiles	Rac1 mut GTP	Rac1 wt modul	Mcl1 Bid PPI	Avidin fluor	Mcl1-Noxa inh	Rab2A wt mod	Rab7 wt GTP bind	Pf gamet viab	Mcl-1 Bim block	Cdc42 wt GTP	HRas wt GTP bind
61	COc1cc(/C=C(\C#N)c2nnc(N3CCOCC3)n2-c2ccccc2)ccc1O	100	105	-28	10	23	100	104	9	-4	105	101
62	CCOC(=O)c1c(C)[nH]c(C(=O)COC(=O)/C=C/c2ccc(O)c(OC)c2)c1C	97	100	-20	4	44	94	101	/	1	98	99
63	CCN(CC)CCn1c(/N=C/c2cc(Br)ccc2O)nc2ccccc21	99	101	-38	16	4	99	96	18	-2	98	100
64	CCOc1ccccc1OCC(=O)Nc1ccc(N2CCCCC2)cc1	101	102	-23	15	5	104	100	/	-1	102	104
65	O=C(Nc1ccncc1)c1ccc2ccccc2c1	95	95	-7	6	9	94	94	-45	2	94	93
66	Cc1nn(S(=O)(=O)c2cccc([N+](=O)[O-])c2)c(C)c1Br	92	93	14	17	13	92	92	16	1	92	91
67	CCOC(=O)CN(C(=O)CNC(=O)c1cccs1)C(C(=O)NC1CCCC1)c1ccncc1 (centres undefined)	94	100	-22	15	10	98	98	-5	0	95	96
68	Cc1nnsc1C(=O)Nc1cc(Cl)ccc1Cl	95	102	-6	6	-2	99	99	-26	-2	100	100
69	Cc1cc(/C=N/n2cnnc2)c(O)c([N+](=O)[O-])c1	100	106	-38	14	-2	99	102	/	5	102	102
70	CCOC(=O)c1cnc2c(OC)cccc2c1N1CCN(c2ccccn2)CC1	97	99	-25	12	3	97	96	-22	-2	96	98
71	COc1ccc(C2CC(c3ccc(Br)cc3)=NN2C(=O)CSC2=NCCS2)cc1 (centres undefined)	102	105	4	11	-7	102	103	-17	-6	101	102
72	O=C(Nc1ccc(F)c(F)c1)NC1CCCCC1	103	107	-7	16	17	107	113	12	-1	107	108

# Source: PubChem
